Rpn11 inh = Rpn11 (human) deubiquitinase inhibition; O00487; human 26S proteasome, Ub4-pepOG fluorescence polarization; 20S core pre-blocked with epoxomicin; calls only at 20 µM; actives 0.59% (n = 360,000); AID 588493;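 active means inhibition at 20 µM, scaled to each plate's controls, above about 33%, limit read from the data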
Scp-1 inhibitor = Scp-1 (human) phosphatase inhibition. Q9GZU7. Recombinant Scp1, phosphopeptide, malachite green phosphate absorbance. inhibition, % at 20 µM. actives 0.88% (n = 340,000);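 active means inhibition above about 50% at 20 µM, limit read from the data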;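 further: plate controls were DMSO wells with enzyme for no effect and wells lacking enzyme for full effect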
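Material – SCP-1 phosphatase catalytic domain, residues 76-261 · Buffer or medium – Acidic Tris acetate buffer with magnesium and detergent · Also added – Phospho 17-mer peptide substrate · Compound – single 20 µM dose, 1% DMSO · Times – 45 min room-temperature reaction, 5 min colour, 30 min stabiliser · Technique – Phosphate-binding colour reagent, absorbance read at 630 nm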
MT1-MMP act inh = MT1-MMP (human) activation inhibition. actives 0.061% (n = 360,000). P50281. AID 651647. HT1080 RFP-PRO-GFP cells, GFP/RFP ratio fluorescence, overnight; percent of plate control window, DMSO zero. GFP/RFP ratio change, % at 20 µM;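 active means GFP/RFP ratio change of at least 30% with cell ATP level not reduced by more than half and red fluorescence within 50% of control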; further: strong numbers were not always called active
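Material: RFP-PRO-GFP reporter HT1080 cells. Dosing: single-point 20 µM compound, 1% DMSO. Controls: DMSO and RFP-L50D-GFP cell wells. Timing: cells overnight before dosing, compound overnight, 37 °C, 5% CO2. Measure: GFP/RFP fluorescence ratio.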
SUMO1-SIM PPI = modulators of human SUMO1-mediated protein-protein interactions; SUMO1 binding to a labelled peptide, TR-FRET, 1 h; inhibition, % at 20 µM; actives 0.33% (n = 360,000); in the data active means inhibition above about 37%
Target sequence (P63165 whole entry, looked up): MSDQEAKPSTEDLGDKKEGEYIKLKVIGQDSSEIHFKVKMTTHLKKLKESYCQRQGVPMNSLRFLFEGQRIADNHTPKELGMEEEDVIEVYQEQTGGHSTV
NadD inh = blocks S. aureus nicotinate mononucleotide adenylyltransferase | actives 0.78% (n = 360,000) | inhibition, % at 20 µM | purified NadD enzyme, colorimetric absorbance read-out; in the data active means inhibition above about 26%; further: some compounds past the cut are filed as inactive
SKN-1 block = blocks SKN-1 activity in C. elegans; C. elegans VP596 Pgst-4::GFP/RFP ratio, acrylamide-induced, 24 h; inhibition, % at 21.8 µM; actives 0.49% (n = 360,000);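 active means interference check ratio from 0.5 to 1.5 plus GFP to RFP signal ratio inhibition reaching or exceeding a fixed threshold, cut at about 30% in these data, passing the limit was not always enough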; further: some compounds called inactive have numbers as strong as hits
STEP block = inhibitors of human striatal-enriched phosphatase STEP; inhibition, % at 20 µM; recombinant STEP, OMFP fluorogenic substrate, fluorescence; AID 588621; P54829; actives 0.25% (n = 360,000);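 active means inhibition at 20 µM, scaled per plate between control wells, above about 37%, limit read from the data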;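 further: 0% = DMSO with enzyme and substrate and 100% = substrate only without enzyme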
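Test system: STEP tyrosine phosphatase / Reagent: OMFP at 25 µM / Doses: 20 µM, 1% DMSO / Read-out: percent inhibition scaled to no-enzyme and uninhibited-enzyme controls, plate-pattern corrected / Detection: FITC-channel fluorescence of OMFP product / Medium: Bis-Tris buffer pH 6.0, 2.5 mM DTT, 0.005% Tween 20 / Schedule: 20 min at room temperature, dark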
LMPTP inh = blocks human LMPTP phosphatase. AID 651560. actives 0.22% (n = 360,000). inhibition, % at 20 µM. P24666. recombinant LMPTP-A, OMFP fluorogenic substrate, fluorescence intensity;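 active means compounds that cut the enzyme signal by at least half of the control window in the single-dose screen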;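 further: plate controls were DMSO wells with enzyme plus substrate for no effect and substrate without enzyme for full effect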
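Assay system: LMPTP-A enzyme. Input: 0.625 nM LMPTP-A final. Probe or stimulus: 400 µM OMFP. Compound dosing: single 20 µM dose. Schedule: 50 min dark incubation at room temperature. Detection: fluorescence intensity of OMFP turnover product. Read-out: percent inhibition versus substrate-only and uninhibited controls. Benchmarks: no-enzyme low control, uninhibited high control.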
DNMT1 inh = inhibitors of human DNMT1; DNMT1 molecular beacon, Hinp1I cleavage, fluorescence; inhibition (reported as % activation of signal), % at 10 µM; actives 0.83% (n = 360,000); in the data active means inhibition above about 50%
NRP1-CendR mod = NRP-1/CendR interaction modulation | FAM-RPARPAR peptide binding to NRP-1, fluorescence polarization | inhibition, % at 25 µM | actives 0.85% (n = 360,000);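 active means inhibition or corrected inhibition above about 18%, plus a signal ratio from 0.5 to 1.5, limit read from the data, passing the limit was not always enough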; further: strong numbers were not always called active
Target sequence (O14786 whole entry, looked up): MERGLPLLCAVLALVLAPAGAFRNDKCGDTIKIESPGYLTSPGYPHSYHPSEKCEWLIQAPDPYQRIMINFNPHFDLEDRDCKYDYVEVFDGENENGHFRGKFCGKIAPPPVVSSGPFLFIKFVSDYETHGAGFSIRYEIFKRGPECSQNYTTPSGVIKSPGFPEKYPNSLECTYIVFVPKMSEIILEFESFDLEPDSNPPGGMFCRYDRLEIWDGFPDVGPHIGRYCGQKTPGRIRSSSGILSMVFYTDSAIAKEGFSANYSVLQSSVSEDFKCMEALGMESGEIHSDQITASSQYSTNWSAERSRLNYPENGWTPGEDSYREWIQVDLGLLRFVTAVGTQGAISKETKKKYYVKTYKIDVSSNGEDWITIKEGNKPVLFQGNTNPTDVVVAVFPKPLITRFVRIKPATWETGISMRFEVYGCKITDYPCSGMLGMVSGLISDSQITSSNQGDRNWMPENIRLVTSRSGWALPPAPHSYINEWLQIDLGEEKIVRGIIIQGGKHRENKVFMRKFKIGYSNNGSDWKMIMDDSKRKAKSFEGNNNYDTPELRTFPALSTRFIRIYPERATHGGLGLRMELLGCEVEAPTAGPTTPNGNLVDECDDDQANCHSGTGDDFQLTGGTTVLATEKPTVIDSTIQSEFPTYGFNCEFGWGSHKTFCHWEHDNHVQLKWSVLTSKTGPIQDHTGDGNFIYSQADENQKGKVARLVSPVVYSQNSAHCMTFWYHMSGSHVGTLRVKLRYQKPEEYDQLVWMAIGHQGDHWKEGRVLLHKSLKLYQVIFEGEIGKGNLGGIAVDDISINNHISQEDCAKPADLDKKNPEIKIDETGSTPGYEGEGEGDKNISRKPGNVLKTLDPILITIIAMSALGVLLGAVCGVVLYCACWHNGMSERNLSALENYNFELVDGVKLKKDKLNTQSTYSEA
Starred values were filed as active, the others as inactive; i = inactive; nt = not tested or not shown.

SMILES	Rpn11 inh	Scp-1 inhibitor	MT1-MMP act inh	SUMO1-SIM PPI	NadD inh	SKN-1 block	STEP block	LMPTP inh	DNMT1 inh	NRP1-CendR mod
COc1ccc(-c2cc(=O)[nH]c(NCc3ccccc3)n2)cc1	i	-2	3	19	-9	1	-3	1.0	9	9
COc1cccc(NC(=O)N2CCCC2C(=O)Nc2ccc3c(c2)OCCO3)c1 (stereo not given)	i	-5	0	-1	-4	-6	2	-1.1	6	1
COC(=O)COc1ccc(NC(=O)c2ccco2)cc1	i	-7	-1	5	-3	11	1	-0.5	1	-12
CCCCn1ccc(=O)c2c(C(F)(F)F)nccc21	i	2	1	-6	0	24	4	-2.7	-1	10
O=C(NNC(=O)C1CC(c2cccnc2)=NO1)Nc1ccccc1F (stereo not given)	i	-5	2	0	2	-2	0	-0.6	2	5
CC1(C)CC(=O)C2=C(C1)c1c(ccc3ccccc13)NC2c1ccc(C(=O)O)cc1 (stereo not given)	i	-6	-1	-12	-4	5	2	-0.1	-3	-2
COc1ccc(-c2nnn(CC(=O)Nc3ccc4c(c3)OCCO4)n2)cc1OC	i	1	4	3	-9	-15	-2	0.2	-12	-9
O=C(Cc1ccc(Br)cc1)N1CCN(C(=O)c2ccco2)CC1	i	-9	3	5	0	14	1	-1.9	-1	1
COc1ccc(C(=O)N2CCC(C(=O)c3c(C)cc(C)cc3C)CC2)cc1	i	-3	-20	2	-4	5	1	1.1	-3	-2
CCCCn1c(=O)c(C(=O)c2ccccc2)nc2ccccc21	i	-10	0	-14	3	16	-2	0.6	-2	-5
CCOC(=O)[C@]12CCC=C1N(CCC1=CCCCC1)C(=O)[C@H](CC(=O)NCCCOC)C2	nt	nt	1	4	-3	7	nt	-0.9	nt	14
CC(C)C(OC(=O)c1nsc(Cl)c1Cl)C(=O)NCc1ccc2c(c1)OCO2 (stereo not given)	i	-3	-4	-3	-6	-2	3	0.2	6	-2
O=C(NCCCN1CCCC1=O)c1cccc(S(=O)(=O)N2CCCCC2)c1	i	3	-1	0	0	0	7	-0.7	4	3
Cc1ccc(S(=O)(=O)NC2CCCc3ccccc32)cc1C (stereo not given)	i	-12	-3	-4	4	8	2	2.3	-3	8
COCCn1c(SCC(=O)Nc2c(C)n(C)n(-c3ccccc3)c2=O)nnc1-c1ccncc1	i	-8	0	-2	1	11	-1	-0.7	5	5
CCOc1ccc(Nc2cc(=O)n(C)c(=O)n2C)cc1	i	6	3	2	1	11	0	-0.4	0	-10
CCOCCOc1nc2c(c(=O)n(C)c(=O)n2C)n1CCc1ccccc1	i	-5	7	-1	-1	12	1	0.5	4	2
Cc1cccc(C)c1OCCOC(=O)c1ccc(S(=O)(=O)N2CCCC2)cc1	i	nt	-4	6	-5	-8	0	2.2	-2	-2
c1ccc(CN2CCN(c3nc4ccccc4c4ccccc34)CC2)cc1	i	-6	0	-8	-7	11	2	1.8	5	-1
Cn1ncc([N+](=O)[O-])c1C(=O)Nc1ccccc1Cl	i	0	0	-3	1	-1	2	0.4	-3	-6
CCOc1cc(/C=N/NC(N)=O)ccc1OCC(=O)Nc1ccc(C)c(C)c1	i	-6	4	-1	-2	-4	-1	0.9	-2	-1
O=C(NCCCn1ccnc1)c1cccnc1	i	-5	32*	2	-2	-6	3	-6.4	5	-3
CC(C)Sc1nnc(-c2ccc(S(=O)(=O)N3CCOCC3)cc2)n1C	i	-5	-2	-1	-6	-8	-1	-0.8	3	-2
CCC(=O)N1c2ccccc2NC2=C(C(=O)CCC2)C1c1ccc(N(C)C)cc1 (stereo not given)	i	4	-2	-2	-2	13	1	-0.8	-6	-5
CCOC(=O)c1cc(-c2ccccc2)sc1NC(=O)C(C)Sc1nnc(C)s1 (stereo not given)	i	-15	0	4	-2	4	1	4.7	-8	-14
Cc1cc(C)c(C)c(C(=O)COC(=O)CNC(=O)CNC(=O)c2ccco2)c1C	i	-4	1	1	-14	10	-1	1.5	-3	2
COC(=O)c1c(-c2cc(OC)cc(OC)c2)sc2ccc(OC)cc12	i	-5	-1	1	-7	-1	5	2.5	-6	2
CC(C)NC(=O)CN1C(=O)NC(CCc2ccccc2)C1=O (stereo not given)	i	4	2	0	-2	-15	1	-2.4	-1	0
CCOC(=O)N1CCC(=NNC(=O)NC2CCCCC2)CC1	i	-7	-2	0	-3	-12	12	-0.5	1	6
Clc1ccc(Cn2c(-c3cccnc3Cl)nc3ccccc32)c(Cl)c1	i	-9	-5	3	-6	-4	0	-0.2	-2	-8
CSc1cccc(NC(=S)N(C(C)C)C(C)c2ccccn2)c1 (stereo not given)	i	19	6	3	-7	-6	4	-0.1	2	-8
COc1ccc(C(=O)NNC(=S)NC(=O)c2ccccc2[N+](=O)[O-])cc1	i	12	4	-4	11	9	-2	-0.7	5	1
COc1ccc(-c2nc3c(c(=O)[nH]c(=O)n3Cc3ccccc3)n2CCO)cc1	i	3	6	-7	4	1	1	-0.6	1	12
CC1CCCCC1NC(=O)C(=O)NCC1CCCO1 (stereo not given)	i	-3	2	-2	-3	20	-2	-1.1	1	2
NC(=O)c1cccc(-c2coc3c(C(=O)NCc4cccnc4)cccc23)c1	i	nt	-1	4	0	3	0	-0.3	1	3
COCCNC(=O)c1nn(-c2cc(OC)cc(OC)c2)c(=O)c2ccccc12	i	-7	5	3	4	3	4	-0.2	0	-1
COc1ccc(C(=O)OCC(=O)c2ccc3c(c2)NC(=O)CO3)cc1S(=O)(=O)N1CCOCC1	i	-10	0	4	2	20	0	3.6	-2	8
CC(C)(C)Cc1nc2ccccc2n1CCc1ccccc1	i	2	-4	1	6	16	2	0.7	1	-1
COC(=O)/C=C1\OC(c2ccccc2)c2ccccc21 (stereo not given)	nt	nt	2	2	nt	3	nt	0.1	nt	-1
CCCCCCCCC(=O)Nc1cc(C)ccc1OC	i	-15	3	-1	-7	-6	1	3.1	0	2
Cc1ccccc1-c1nc(CN2CCC(C(=O)NC3CC3)CC2)c(C)o1	i	3	1	5	-3	22	-2	2.1	-5	-6
O=C(NCc1nc2ccccc2[nH]1)C1=C[C@H](c2csc3ccccc23)C[C@H](OCc2ccc(CO)cc2)O1	i	4	1	2	32*	8	1	4.9	-7	9
Cc1cccc2c1-c1sc(C(=O)NCCCN3CCc4ccccc4C3)cc1CO2	i	2	-2	-21	17	3	8	7.0	-9	1
CC(C)CCNC(=O)NC(=O)COc1ccccc1C#N	i	-4	10	1	8	38*	1	-3.1	-2	-6
CCCCN(C=O)c1c(CC)nc2ccc(C(=O)NCc3cccs3)cn12	i	nt	-2	1	2	-26	-1	-1.0	-3	-8
COc1cc(C(=O)N2CCN(Cc3ccccc3C(F)(F)F)CC2)cc(OC)c1OC	i	-14	0	2	1	-1	0	0.5	-1	-8
Cc1ccsc1C(=O)OCC(=O)Nc1sccc1C(N)=O	i	5	-5	8	-7	-6	1	3.6	-1	-15
CCC(=O)Nc1ccc2oc(-c3cccnc3)nc2c1	i	-4	-4	-5	-1	0	-1	-0.7	-2	1
O=C(Nc1cccc2ccccc12)c1ccccc1NS(=O)(=O)c1cccc2cccnc12	i	-4	1	1	-4	-8	-1	-1.3	-1	2
O=C(N/C(=C/c1ccc(Br)cc1)C(=O)N1CCOCC1)c1cccs1	i	-3	-2	0	-5	6	1	-0.7	2	-1
CCOC(=O)/C=C/C(=O)Nc1ccc(S(=O)(=O)N(C)c2ccccc2)cc1	i	3	2	2	-3	-1	0	0.5	2	-26
CN(C)c1ccc(/C=C2\C(=N)N3N=C(CC(=O)N4CCCCC4)SC3=NC2=O)cc1	nt	50	-77	-31	18	-20	-5	12	13	-114
COc1ccc(NC(=O)COC(=O)CC2Sc3ccccc3NC2=O)cc1 (stereo not given)	i	-1	-1	-1	-1	-8	0	1.2	-4	-2
CCOc1cc(CO)ccc1OCC(=O)N1CCCCC1	i	-7	1	-3	0	7	-1	-1.2	-2	8
CCc1ccccc1NC(=O)CSc1nc2ccccc2n1CC(=O)N(C)C	i	-2	1	-1	3	11	-2	-0.7	-2	-10

Ordered by SMILES length (ascending): part of the list above.
SMILES	Rpn11 inh	Scp-1 inhibitor	MT1-MMP act inh	SUMO1-SIM PPI	NadD inh	SKN-1 block	STEP block	LMPTP inh	DNMT1 inh	NRP1-CendR mod
CCOc1cc(CO)ccc1OCC(=O)N1CCCCC1	i	-7	1	-3	0	7	-1	-1.2	-2	8
CCC(=O)Nc1ccc2oc(-c3cccnc3)nc2c1	i	-4	-4	-5	-1	0	-1	-0.7	-2	1
Cc1ccsc1C(=O)OCC(=O)Nc1sccc1C(N)=O	i	5	-5	8	-7	-6	1	3.6	-1	-15
CCc1ccccc1NC(=O)CSc1nc2ccccc2n1CC(=O)N(C)C	i	-2	1	-1	3	11	-2	-0.7	-2	-10
CCCCN(C=O)c1c(CC)nc2ccc(C(=O)NCc3cccs3)cn12	i	nt	-2	1	2	-26	-1	-1.0	-3	-8
Cc1ccccc1-c1nc(CN2CCC(C(=O)NC3CC3)CC2)c(C)o1	i	3	1	5	-3	22	-2	2.1	-5	-6
Cc1cccc2c1-c1sc(C(=O)NCCCN3CCc4ccccc4C3)cc1CO2	i	2	-2	-21	17	3	8	7.0	-9	1
CCOC(=O)/C=C/C(=O)Nc1ccc(S(=O)(=O)N(C)c2ccccc2)cc1	i	3	2	2	-3	-1	0	0.5	2	-26
O=C(Nc1cccc2ccccc12)c1ccccc1NS(=O)(=O)c1cccc2cccnc12	i	-4	1	1	-4	-8	-1	-1.3	-1	2
CN(C)c1ccc(/C=C2\C(=N)N3N=C(CC(=O)N4CCCCC4)SC3=NC2=O)cc1	nt	50	-77	-31	18	-20	-5	12	13	-114
O=C(NCc1nc2ccccc2[nH]1)C1=C[C@H](c2csc3ccccc23)C[C@H](OCc2ccc(CO)cc2)O1	i	4	1	2	32*	8	1	4.9	-7	9
